Screens from PubChem BioAssay.
ERa coact pot: ER-alpha (human) coactivator binding potentiation | AID 639 | P03372 | TR-FRET ERalpha-LBD/SRC-Cy5 coactivator binding, 2 h; 100 = basal binding, no effect | actives 1.3% (n = 86,000) | coactivator binding (% of control), % at 25.6 µM; in the data active = activity above about 200%;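 also: binding measured in presence of low estradiol as agonist stimulus; 0% = peptide alone without receptor and 100% = receptor with peptide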
HIV Rev-RRE inh: disrupts HIV-1 Rev binding to RRE RNA. P05866. Rev peptide-RRE RNA binding, FRET. inhibition, % at 8 µM. actives 0.79% (n = 97,000). AID 704;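 active = inhibition above the screen-wide mean plus 3 SD, cut at about 35% in these data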;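 also: 0% = median DMSO wells and 100% = median Neomycin B control wells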
Target sequence (P05866 whole entry, looked up): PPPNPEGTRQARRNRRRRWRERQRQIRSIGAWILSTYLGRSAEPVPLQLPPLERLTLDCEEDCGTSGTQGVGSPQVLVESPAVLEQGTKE
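Test system – labelled RRE RNA duplex and labelled Rev peptide · Signal – fluorescein-to-Cy5 FRET, 480 nm excitation · Evaluation – % inhibition of FRET ratio versus controls · Benchmarks – DMSO low control, neomycin B high control · Incubation – 5 min RNA-compound premix plus 15 min binding step, 25 °C · Medium – HEPES pH 7.5 salt buffer with EDTA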
PLK1 inh: blocks human PLK1 kinase activity; P53350; recombinant PLK1 kinase, TR-FRET peptide phosphorylation; inhibition, % at 10 µM; actives 0.53% (n = 97,000);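 active = inhibition of 50% or more in the single-concentration screen; inactive = inhibition below 50%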;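 also: 0% = DMSO max control and 100% = H-89 dihydrochloride min control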
Mac1 fbg enh: increases human CD11b/CD18 adhesion to fibrinogen | K562 CD11b/CD18 adhesion to fibrinogen, ATPlite luminescence | P05107+P11215 | activation, % at 10 µM | actives 0.07% (n = 93,000);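 active = 10 µM primary screen giving 50% or more activity, confirmed by 40% or more on retest at that dose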; also: strong numbers were not always called active
ERa SRC1 inh: blocks coactivator binding to human estrogen receptor alpha; actives 1.7% (n = 86,000); TR-FRET ER-alpha LBD / SRC-1 peptide, estradiol-bound; AID 629; inhibition, % at 25.6 µM; P03372; in the data active = inhibition above about 50%;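 also: 0% = receptor plus peptide control and 100% = peptide only without receptor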
ERb SRC1 inh: blocks coactivator binding to human estrogen receptor beta; Q92731; TR-FRET ER-beta LBD / SRC1-Cy5 peptide binding; receptor agonist-loaded with 1 µM estradiol; inhibition, % at 25.6 µM; actives 1.3% (n = 86,000); AID 633;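 active = compounds whose percent inhibition of the receptor-coactivator binding signal exceeds about 50% in the single-dose screen, limit read from the data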;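 also: 0% = receptor plus peptide wells without compound and 100% = peptide-only wells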
Target sequence (Q92731 whole entry, looked up, the tested form may be a part): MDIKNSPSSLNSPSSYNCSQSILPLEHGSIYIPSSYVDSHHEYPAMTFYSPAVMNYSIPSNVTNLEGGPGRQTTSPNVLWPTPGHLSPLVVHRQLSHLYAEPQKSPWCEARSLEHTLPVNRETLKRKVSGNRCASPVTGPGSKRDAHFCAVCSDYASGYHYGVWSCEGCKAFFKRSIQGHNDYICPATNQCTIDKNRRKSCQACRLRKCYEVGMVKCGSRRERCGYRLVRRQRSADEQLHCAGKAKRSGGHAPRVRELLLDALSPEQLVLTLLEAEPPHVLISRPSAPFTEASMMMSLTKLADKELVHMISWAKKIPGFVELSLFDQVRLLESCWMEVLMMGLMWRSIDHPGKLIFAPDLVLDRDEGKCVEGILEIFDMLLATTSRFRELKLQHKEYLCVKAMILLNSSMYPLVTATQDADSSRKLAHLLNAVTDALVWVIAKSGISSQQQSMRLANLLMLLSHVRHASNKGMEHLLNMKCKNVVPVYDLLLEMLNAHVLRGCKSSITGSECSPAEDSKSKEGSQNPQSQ
Mac1 fbg inh: inhibitors of human CD11b/CD18 binding to fibrinogen | P05107+P11215 | K562 CD11b/CD18 adhesion to fibrinogen, ATPlite luminescence; Mn2+ added to activate the integrin | inhibition, % at 10 µM | actives 0.54% (n = 93,000) | AID 1497;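 active = primary inhibition of 50% or more at 10 µM, then 40% or more on retest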; also: some results filed as inactive read as strong as hits
FAK inh: FAK (human) kinase inhibition. Q05397. biochemical FAK kinase activity assay. inhibition, %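 (tested at 7 µM)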. actives 0.84% (n = 97,000); in the data active = inhibition above about 19%;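 also: 0% = DMSO and 100% = reference compound high control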
Plk1 PBD FP: Plk1 (human) PBD binding inhibition; Plk1 PBD phosphopeptide binding, fluorescence polarization; actives 0.13% (n = 97,000); P53350; inhibition, %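 (tested at about 20 µM)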; in the data active = inhibition above about 34%, passing the limit was not always enough
* hit, by the source's call; [ ] = remark or other dose. Outcome played no part in choosing rows, and some 4.7% of all compounds hit somewhere here.

COc1ccc(NC(=O)Nc2cccc(C(=O)N3CCOCC3)c2)cc1OC was read as ERa coact pot 97, HIV Rev-RRE inh 12, PLK1 inh -2, Mac1 fbg enh -2, ERa SRC1 inh -3[fluorescence artefact?], ERb SRC1 inh 11[fluorescence artefact?], Mac1 fbg inh -9, FAK inh -2 and Plk1 PBD FP -3.
COC(=O)COc1ccc(S(=O)(=O)Nc2ccc3c(c2)OCO3)cc1Cl was read as ERa coact pot 101, HIV Rev-RRE inh 2, PLK1 inh -14, Mac1 fbg enh 2, ERa SRC1 inh 6, ERb SRC1 inh 8, Mac1 fbg inh 14, FAK inh 5 and Plk1 PBD FP -13.
For Cc1ccc(S(=O)(=O)NNc2nc3ccccc3nc2C(F)(F)F)cc1 the results were ERa coact pot 66[fluorescence artefact?], HIV Rev-RRE inh 7, PLK1 inh 0, Mac1 fbg enh -4, ERa SRC1 inh 19, ERb SRC1 inh 5, Mac1 fbg inh 17, FAK inh 0 and Plk1 PBD FP 14.
For COc1ccccc1OCC(=O)Nc1ccccn1 the results were ERa coact pot 141, Mac1 fbg enh -4, ERa SRC1 inh 9, ERb SRC1 inh 19[fluorescence artefact?] and Mac1 fbg inh 18.
For CCOC(=O)C1C2C=CC3(CN(c4ccc(Cl)c(F)c4)C(=O)C13)O2 (stereo not drawn) the results were ERa coact pot 112, HIV Rev-RRE inh 12, PLK1 inh -16, ERa SRC1 inh 5, ERb SRC1 inh -1, FAK inh 1 and Plk1 PBD FP 25.
Screening CCn1c(=O)cc(OCC(=O)Nc2nc(C)cs2)c2ccccc21 returned ERa coact pot 94, HIV Rev-RRE inh 9, PLK1 inh 1, Mac1 fbg enh 3, ERa SRC1 inh 0, ERb SRC1 inh -1, Mac1 fbg inh -6, FAK inh 6 and Plk1 PBD FP 5.
For O=C(O)CCCCCN1C(=O)c2ccc(C(=O)O)cc2C1=O the results were ERa coact pot 119, HIV Rev-RRE inh 3, PLK1 inh -6, Mac1 fbg enh -3, ERa SRC1 inh -4[fluorescence artefact?], ERb SRC1 inh -1, Mac1 fbg inh 4, FAK inh -2 and Plk1 PBD FP 12.
`COc1cc(NC(=O)CCc2ccccc2)c(C(=O)O)cc1OC` gave ERa coact pot 84, Mac1 fbg enh -6, ERa SRC1 inh -1, ERb SRC1 inh 1 and Mac1 fbg inh 11.
NC(=O)c1ccsc1NC(=O)c1ccc(S(=O)(=O)N2CCCCC2)cc1 was read as ERa coact pot 94, HIV Rev-RRE inh 12, PLK1 inh 1, Mac1 fbg enh 0, ERa SRC1 inh 19[fluorescence artefact?], ERb SRC1 inh 15[fluorescence artefact?], Mac1 fbg inh -10, FAK inh 10 and Plk1 PBD FP -20.
`CS(=O)(=O)N(CC(=O)Nc1ccc2c(c1)OCO2)Cc1ccccc1` gave ERa coact pot 117, HIV Rev-RRE inh 1, PLK1 inh -8, Mac1 fbg enh 2, ERa SRC1 inh 0, ERb SRC1 inh 31[fluorescence artefact?], Mac1 fbg inh 3, FAK inh -1 and Plk1 PBD FP -9.
Screening N=c1c(-c2nc3ccccc3[nH]2)cc(C(=O)c2cccs2)nn1-c1ccc(Cl)cc1 returned ERa coact pot 29[fluorescence artefact?], HIV Rev-RRE inh 14, PLK1 inh -11, ERa SRC1 inh 90*[fluorescence artefact?], ERb SRC1 inh 52*, FAK inh 10 and Plk1 PBD FP -2.
`O=C(CCCC(=O)N(c1ccc2c(c1)OCCO2)C(C(=O)NC1CCCCC1)c1ccc(F)cc1)Nc1ccccn1` (stereo not drawn) gave HIV Rev-RRE inh -6, PLK1 inh -8, FAK inh -5 and Plk1 PBD FP -10.
N=C1C(c2ccc(Br)cc2)=C(O)C2CCc3ccccc3N12 (stereo not drawn) was read as ERa coact pot 103, HIV Rev-RRE inh -1, PLK1 inh -9, Mac1 fbg enh 0, ERa SRC1 inh -1, ERb SRC1 inh -8, Mac1 fbg inh -14, FAK inh -2 and Plk1 PBD FP -21.
COC(=O)c1[nH]c(C)c(/C(O)=C2\C(=O)C(=O)N(CCCN3CCOCC3)C2c2ccccn2)c1C (stereo not drawn) was read as ERa coact pot 107, HIV Rev-RRE inh 5, PLK1 inh -4, Mac1 fbg enh 5, ERa SRC1 inh -27, ERb SRC1 inh -20[fluorescence artefact?], Mac1 fbg inh -33, FAK inh -3 and Plk1 PBD FP 7.
For O=C(CN(CCO)c1ccccc1)NC12CC3CC(CC(C3)C1)C2 the results were ERa coact pot 157, HIV Rev-RRE inh 3, PLK1 inh -16, Mac1 fbg enh -2, ERa SRC1 inh 4[fluorescence artefact?], ERb SRC1 inh 8[fluorescence artefact?], Mac1 fbg inh -11, FAK inh 2 and Plk1 PBD FP -1.
For N#Cc1c(C(F)(F)F)cc(-c2ccccc2)nc1SCc1nc(N)nc(N2CCOCC2)n1 the results were ERa coact pot 362*[fluorescence artefact?], Mac1 fbg enh 26, ERa SRC1 inh 62*, ERb SRC1 inh 49 and Mac1 fbg inh -2.
Screening Cc1ccccc1NC(=O)CSc1nnc(Cc2cccn2C)n1-c1ccc(F)cc1 returned ERa coact pot 134, HIV Rev-RRE inh 3, PLK1 inh 0, Mac1 fbg enh 7, ERa SRC1 inh -3, ERb SRC1 inh -6[fluorescence artefact?], Mac1 fbg inh 3, FAK inh -1 and Plk1 PBD FP -17.
For Cc1cc(C)c(C(=O)Nc2ccc(S(=O)(=O)Nc3onc(C)c3C)cc2)c(C)c1 the results were ERa coact pot 79, HIV Rev-RRE inh 5, PLK1 inh -12, Mac1 fbg enh -4, ERa SRC1 inh 6[fluorescence artefact?], ERb SRC1 inh 12[fluorescence artefact?], Mac1 fbg inh 10, FAK inh 6 and Plk1 PBD FP 7.
Screening Cc1ccc(-c2cc(-c3ccccc3Cl)[nH]n2)c(O)c1 returned ERa coact pot 82, HIV Rev-RRE inh 18, PLK1 inh 21, Mac1 fbg enh -10, ERa SRC1 inh 10, ERb SRC1 inh 6, Mac1 fbg inh 60, FAK inh 0 and Plk1 PBD FP -41.
`Cc1cc(Nc2ccc3ccccc3c2)n2ncnc2n1` gave ERa coact pot 102, HIV Rev-RRE inh 4, PLK1 inh -3, Mac1 fbg enh -5, ERa SRC1 inh -4, ERb SRC1 inh -1, Mac1 fbg inh 4, FAK inh -4 and Plk1 PBD FP -15.
CCn1c(=N)n(CC(O)c2ccccc2)c2ccccc21 (stereo not drawn) was read as ERa coact pot 106, HIV Rev-RRE inh -8, PLK1 inh 2, Mac1 fbg enh -1, ERa SRC1 inh -4, ERb SRC1 inh -8, Mac1 fbg inh -4, FAK inh 0 and Plk1 PBD FP -15.
Screening CC(OC(=O)C1CC=CCC1C(N)=O)C(Cl)=C(Cl)Cl (stereo not drawn) returned ERa coact pot 120, HIV Rev-RRE inh 1, PLK1 inh -17, Mac1 fbg enh -3, ERa SRC1 inh -3, ERb SRC1 inh 2, Mac1 fbg inh 2, FAK inh -1 and Plk1 PBD FP 9.
Cc1ccc(-c2nnc(SCC(=O)Nc3ccc4c(c3)OCCO4)n2N)cc1 was read as ERa coact pot 105, HIV Rev-RRE inh 0, PLK1 inh -5, Mac1 fbg enh 0, ERa SRC1 inh 5, ERb SRC1 inh -7, Mac1 fbg inh 11, FAK inh 1 and Plk1 PBD FP -8.
CCOC(=O)C1CCCN(C(=O)c2sc3nc(-c4ccc(OC)cc4)cn3c2C)C1 (stereo not drawn) was read as ERa coact pot 83[fluorescence artefact?], HIV Rev-RRE inh 7, PLK1 inh -7, ERa SRC1 inh -8, ERb SRC1 inh 18, FAK inh 1 and Plk1 PBD FP -10.

Brought forward from above: 2 entries; new compounds follow.
Cc1ccc(-c2nnc(SCC(=O)Nc3ccc4c(c3)OCCO4)n2N)cc1 was read as ERa coact pot 105, HIV Rev-RRE inh 0, PLK1 inh -5, Mac1 fbg enh 0, ERa SRC1 inh 5, ERb SRC1 inh -7, Mac1 fbg inh 11, FAK inh 1 and Plk1 PBD FP -8.
CCOC(=O)C1CCCN(C(=O)c2sc3nc(-c4ccc(OC)cc4)cn3c2C)C1 (stereo not drawn) was read as ERa coact pot 83[fluorescence artefact?], HIV Rev-RRE inh 7, PLK1 inh -7, ERa SRC1 inh -8, ERb SRC1 inh 18, FAK inh 1 and Plk1 PBD FP -10.
Cc1cccc(NC(=O)c2cc(S(=O)(=O)c3ccccc3)ccc2Cl)c1 was read as HIV Rev-RRE inh 15, PLK1 inh -9, Mac1 fbg enh -4, Mac1 fbg inh -1, FAK inh -2 and Plk1 PBD FP 13.
Screening CCOc1ccccc1C1CC(=O)NC(SCC(=O)Nc2nccs2)=C1C#N (stereo not drawn) returned HIV Rev-RRE inh 3, PLK1 inh 0, Mac1 fbg enh -2, Mac1 fbg inh 2, FAK inh -1 and Plk1 PBD FP -26.
For O=C(NC1=NCCS1)C1Cc2ccccc2CN1C(=O)c1ccccc1 (stereo not drawn) the results were ERa coact pot 124, HIV Rev-RRE inh 2, PLK1 inh -1, Mac1 fbg enh 0, ERa SRC1 inh 0, ERb SRC1 inh 7, Mac1 fbg inh 43, FAK inh -1 and Plk1 PBD FP 6.
Screening O=C(c1cccc(Cl)c1)N1CCN(C2CCCCCC2)CC1 returned HIV Rev-RRE inh 8, PLK1 inh -8, Mac1 fbg enh -4, Mac1 fbg inh -1, FAK inh 0 and Plk1 PBD FP -14.
`CCOC(=O)CNC(=O)c1cccnc1` gave ERa coact pot 96, HIV Rev-RRE inh 7, PLK1 inh -10, Mac1 fbg enh -1, ERa SRC1 inh -9, ERb SRC1 inh -10, Mac1 fbg inh 0, FAK inh 1 and Plk1 PBD FP 0.
Screening O=C(CNCC1CCCO1)Nc1ccccc1-n1cccc1 (stereo not drawn) returned ERa coact pot 103, HIV Rev-RRE inh -1, PLK1 inh -3, ERa SRC1 inh 16, ERb SRC1 inh 5[fluorescence artefact?], FAK inh 1 and Plk1 PBD FP -11.
O=C(c1cccs1)N(Cc1cccc(Cl)c1)C1CCS(=O)(=O)C1 (stereo not drawn) was read as ERa coact pot 104, HIV Rev-RRE inh 2, PLK1 inh -6, Mac1 fbg enh -2, ERa SRC1 inh 1[fluorescence artefact?], ERb SRC1 inh -2[fluorescence artefact?], Mac1 fbg inh -4, FAK inh 1 and Plk1 PBD FP -9.
Cc1cc(C)n(C(=O)CCCCCCCC(=O)n2nc(C)cc2C)n1 was read as ERa coact pot 103, HIV Rev-RRE inh 8, PLK1 inh -13, ERa SRC1 inh -4, ERb SRC1 inh -7, FAK inh -3 and Plk1 PBD FP -6.
Screening CCN(CC)C(=O)c1cncc(C(=O)N(CC)CC)c1-c1ccccc1 returned ERa coact pot 117[fluorescence artefact?], Mac1 fbg enh -2, ERa SRC1 inh -6, ERb SRC1 inh 0 and Mac1 fbg inh 2.
For COc1cc(C(=O)Nc2cc(Cl)ccc2C)c(-n2cnnn2)cc1OC the results were ERa coact pot 108, HIV Rev-RRE inh 6, PLK1 inh -9, Mac1 fbg enh 0, ERa SRC1 inh 5, ERb SRC1 inh 5, Mac1 fbg inh -7, FAK inh 1 and Plk1 PBD FP 5.
For Cc1ccc2[nH]c(=O)c(CN(CC3CCCO3)S(=O)(=O)c3cccc4nsnc34)cc2c1 (stereo not drawn) the results were ERa coact pot 111, HIV Rev-RRE inh 6, PLK1 inh 0, Mac1 fbg enh -2, ERa SRC1 inh -1, ERb SRC1 inh 0, Mac1 fbg inh 11, FAK inh 1 and Plk1 PBD FP -9.
Screening O=C(Nc1ccc(Oc2ccc(Cl)cc2)cc1)c1ncn[nH]1 returned ERa coact pot 116, Mac1 fbg enh -4, ERa SRC1 inh -6, ERb SRC1 inh -1 and Mac1 fbg inh -14.
